Screens deposited in PubChem BioAssay by Broad Institute.
S100A4 MyoIIA = S100A4-myosin IIA interaction inhibition. S100A4/TAMRA-MyoIIA peptide fluorescence polarization. inhibition, % at 10.7 µM. actives 0.14% (n = 360,000). AID 652163;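 active = mean inhibition of at least 70% across replicates, with every replicate also reaching that level; inconclusive = mean inhibition reaches 70% but some replicates fall short; inactive = mean inhibition below 70%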
Target sequence (P26447 whole entry, looked up): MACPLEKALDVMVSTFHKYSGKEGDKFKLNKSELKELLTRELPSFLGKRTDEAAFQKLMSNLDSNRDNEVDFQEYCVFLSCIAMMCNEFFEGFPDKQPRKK
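Material: S100A4 monomer (human). Medium: Calcium-containing HEPES buffer, pH 7.2. Probe or stimulus: labelled myosin peptide probe, 5 nM. Compound dosing: one concentration per compound. Timing: polarization read 5 min after assay mix addition, stable 5–60 min. Benchmarks: DMSO as neutral control, TFP as positive control.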
EWS-Fli block = inhibitors of EWS/Fli oncoprotein transcriptional activity; A673 NR0B1-luciferase reporter, viability-normalised; inhibition, % at 12.6 µM; actives 0.67% (n = 350,000); AID 651661;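 active = mean inhibition of at least 50% after viability correction, with every replicate also passing that limit; inconclusive = mean reaches 50% but only one of two replicates passes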;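 note: firefly luciferase signal divided by Alamar Blue viability fluorescence both relative to DMSO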
PglD DTNB = PglD (C. jejuni) enzyme inhibition | inhibition, % at 12.5 µM | purified PglD enzyme, DTNB colorimetric CoA detection | AID 602405 | actives 0.098% (n = 360,000); in the data active = inhibition above about 16%, passing the limit was not always enough; inconclusive = no clear call, values can overlap the other calls; note: strong numbers were not always called active
PGC1a acetyl inh = modulators of PGC1a acetylation. AID 651687. U2OS PGC1a acetylation, AlphaScreen anti-acetyl-lysine; with virally co-expressed GCN5 acetyltransferase. inhibition, % at 15.6 µM. actives 0.17% (n = 350,000);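 active = every replicate shows inhibition of at least 40%; inconclusive = mean inhibition at least 40% but some replicate below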;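 note: 0% = neutral control wells and 100% = positive control wells; some results beyond the cut were filed as inactive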
ERAP1 inh = ERAP1 (human) enzyme inhibition; Q9NZ08; recombinant ERAP1, Leu-AMC fluorescence, 60 min; inhibition, % at 10.7 µM; actives 0.15% (n = 340,000);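 active = mean replicate inhibition of at least 30%, or all replicates individually reaching that 30% level; inactive = mean below 30% and not every replicate reaching it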;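 note: 0% = neutral control wells and 100% = L-leucinethiol positive control wells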
Target sequence (Q9NZ08 whole entry, looked up): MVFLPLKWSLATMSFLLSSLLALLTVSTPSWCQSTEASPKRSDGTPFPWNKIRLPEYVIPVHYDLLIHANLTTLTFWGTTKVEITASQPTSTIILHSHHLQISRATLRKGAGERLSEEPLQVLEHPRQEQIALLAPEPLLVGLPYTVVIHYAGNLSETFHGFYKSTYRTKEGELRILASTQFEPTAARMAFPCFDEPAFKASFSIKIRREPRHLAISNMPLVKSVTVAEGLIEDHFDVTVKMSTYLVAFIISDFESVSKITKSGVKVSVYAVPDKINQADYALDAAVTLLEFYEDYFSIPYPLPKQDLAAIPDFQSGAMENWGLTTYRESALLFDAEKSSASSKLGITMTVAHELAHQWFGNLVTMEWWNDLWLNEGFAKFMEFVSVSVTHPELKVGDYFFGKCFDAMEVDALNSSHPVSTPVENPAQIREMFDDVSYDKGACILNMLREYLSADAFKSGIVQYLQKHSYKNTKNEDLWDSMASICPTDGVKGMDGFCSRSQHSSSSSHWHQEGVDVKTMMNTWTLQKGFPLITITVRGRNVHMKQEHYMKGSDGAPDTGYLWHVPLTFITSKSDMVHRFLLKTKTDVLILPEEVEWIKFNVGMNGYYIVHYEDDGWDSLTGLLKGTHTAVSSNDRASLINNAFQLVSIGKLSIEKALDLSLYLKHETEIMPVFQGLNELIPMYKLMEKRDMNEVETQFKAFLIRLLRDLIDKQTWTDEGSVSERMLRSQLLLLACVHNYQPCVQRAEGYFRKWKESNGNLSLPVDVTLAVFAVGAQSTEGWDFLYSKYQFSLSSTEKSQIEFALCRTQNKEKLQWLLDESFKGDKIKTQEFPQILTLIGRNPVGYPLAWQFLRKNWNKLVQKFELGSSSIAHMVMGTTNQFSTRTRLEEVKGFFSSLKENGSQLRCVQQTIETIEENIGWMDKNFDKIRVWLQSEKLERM
PAX8 inh HTS = inhibitors of PAX8 transcriptional activity in RMG-I cells. RMG-I TPO-luciferase reporter, SteadyGlo, 24 h. inhibition, % at 12.6 µM. actives 1.2% (n = 360,000). AID 652154;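 active = mean replicate inhibition at least 60% with every replicate also reaching 60%; inconclusive = only one of the two criteria is met; inactive = mean below 60% and not all replicates reaching 60%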;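 note: luciferase light reporting Pax8 driven TPO promoter activity; plate controls were median of neutral control wells for no effect and mitoxantrone controls for full effect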
LGR2 antag = inhibitors of bursicon-induced Drosophila LGR2 receptor cAMP signaling. HEK293 LGR2, CRE-luciferase, bursicon-stimulated, 4 h. inhibition, % at 9.99 µM. AID 720647. actives 0.35% (n = 380,000);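 active = drop in luminescence signal, shown as inhibition above about 50% in the replicate tests, limit read from the data, passing the limit was not always enough; inconclusive = probably only some replicates passing the limit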;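 note: agonist challenge used bursicon conditioned medium at about half maximal strength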
FN deposit inh = fibronectin deposition inhibition; actives 0.086% (n = 350,000); AH1F fibroblasts, Alexa488-fibronectin deposition fluorescence, overnight; inhibition, % at 12.6 µM; AID 743247;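 active = mean inhibition across replicates of 30% or more, regardless of how many single replicates reach that level; inconclusive = mean under 30% yet at least half of replicates reach 30%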;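 note: positive control wells lacked labelled fibronectin entirely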
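material = AH1F fibroblast monolayer depositing Alexa488-labelled fibronectin into matrix | amount = 10000 AH1F cells/well | buffer or medium = DMEM plus 2% serum, read in PBS | incubation = 1 h cell adhesion before compound, then overnight fibronectin incubation | detection = fluorescence at 485 nm excitation, 525 nm emission | evaluation = percent inhibition as loss of matrix-bound fibronectin fluorescence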
An asterisk follows results filed as active; u = inconclusive; x = no result given.

structure,S100A4 MyoIIA,EWS-Fli block,PglD DTNB,PGC1a acetyl inh,ERAP1 inh,PAX8 inh HTS,LGR2 antag,FN deposit inh
CC(C)(C)C1CCC(=NNC(=O)c2cc(-c3ccccc3)n[nH]2)CC1 (stereo unspecified),7.5,-8.2,-0.7,0.5,-0.6,-4.0,-13.1,-1.5
CCN(CC(=O)NCc1ccc(F)cc1)C(=O)CN1CCN(c2cc(Cl)ccc2C)CC1,-4.9,1.2,0.1,x,-5.9,10.4,-12.4,-5.2
CC(C)C#Cc1ccc2c(c1)O[C@H](CN(C)Cc1ccccn1)[C@@H](C)CN([C@H](C)CO)S2(=O)=O,9.4,22.8,-0.1,13.8,-0.6,14.5,13.5,8.0
Cc1ccc(NCc2cccc(B(O)O)c2)cc1,-5.0,-27.0,3.8,0.6,0.6,-33.6,-28.6,6.8
Cc1cc(C)cc(C(=O)NC(CC(N)=O)c2ccc(N3CCC(N4CCCCC4)CC3)c([N+](=O)[O-])c2)c1 (stereo unspecified),-6.8,-7.4,-3.1,11.4,-6.1,3.0,-4.8,-11.0
O=C(Nc1ccccc1N1CCOCC1)c1cccc([N+](=O)[O-])c1,x,x,-0.9,-3.2,x,15.6,-1.3,-4.0
O=C(O)C[C@H]1C[C@@H]2c3cc(NC(=O)c4cccnc4)ccc3O[C@@H]2[C@@H](CO)O1,3.5,-9.1,0.7,-0.4,-1.8,x,9.2,2.9
COCCNC(=O)/C(C#N)=C/c1ccc(SC)cc1,-1.9,-29.8,1.9,4.3,6.1,-6.0,-48.9,1.2
CCc1nc(N2[C@H](CO)[C@@H](c3ccccc3-c3ccccc3F)[C@@H]2C#N)sc1C,-14.4,1.2,x,4.4,1.4,-14.8,-1.8,7.2
CCCCNC(=O)C1(C)CCCCN1C(=O)c1ccc2sccc2c1 (stereo unspecified),3.4,-2.6,-3.0,0.5,9.2,-51.9,3.4,6.8
Cc1ccccc1-c1cnc2c(c1)C(=O)N([C@@H](C)CO)C[C@H](C)[C@H](CN(C)C(=O)c1cccnc1)O2,2.5,-8.5,3.1,9.7,-1.0,x,0.8,x
N#Cc1ccc(N2CCOCC2)nc1,-2.8,15.2,x,x,-0.6,7.6,-5.3,-1.7
C[C@H](NC(=O)C[C@@H]1C=C[C@@H](NC(=O)C2CC2)[C@H](CO)O1)c1ccccc1,7.9,-11.6,-2.3,3.1,-0.2,-4.3,9.6,5.4
Cc1nnc(Sc2nc3c(c(=O)n(C)c(=O)n3C)n2Cc2ccccc2Cl)s1,x,x,-1.9,10.0,x,30.9,x,-3.7
CCOc1ccccc1CN1CCCC(C(=O)c2ccc(OC)c(OC)c2)C1 (stereo unspecified),-0.9,-0.6,17.5,-17.7,-1.5,1.3,-5.7,13.2
O=C(C[C@@H]1CC[C@H]2[C@@H](COC[C@@H](O)CN2CC2CCOCC2)O1)NCC1CC1,-1.5,-13.7,-0.7,6.1,0.8,-9.7,-0.3,-4.3
O=C(c1nc[nH]c1C(=O)N1CCN(c2ccccc2)CC1)N1CCN(c2ccccc2)CC1,-0.2,-2.3,3.0,19.2,2.6,20.9,9.3,8.1
O=C(O)Cn1ncc2ccccc2c1=O,1.5,7.2,x,x,-0.6,-5.6,12.7,9.3
O=C(NNS(=O)(=O)c1ccc(F)cc1)c1ccc(O)cc1,-4.1,13.3,0.9,8.4,-1.7,11.1,-8.3,-1.9
C/C=C(\C)CN1CCC(n2nccc2NC(=O)CCOc2ccccc2)CC1,-6.1,-6.4,3.6,-0.9,-0.1,-183.3,1.1,11.6

Continuation:
structure,S100A4 MyoIIA,EWS-Fli block,PglD DTNB,PGC1a acetyl inh,ERAP1 inh,PAX8 inh HTS,LGR2 antag,FN deposit inh
CO[C@H]1CN(C)C(=O)c2ccc(NC(=O)c3cnccn3)cc2OC[C@@H](C)N(C(C)=O)C[C@@H]1C,20.8,-1.1,-0.8,-5.5,3.0,x,-1.6,-4.8
CC(OC(=O)/C=C/c1ccccc1)C(=O)NC1CCCCC1C (stereo unspecified),-1.0,-0.6,2.3,x,-1.3,-9.7,9.7,7.6
C[C@@H]1CN([C@@H](C)CO)C(=O)c2cc(NC(=O)NC3CCCCC3)ccc2O[C@@H]1CN(C)C(=O)Nc1ccc2c(c1)OCO2,2.7,-10.6,1.1,-7.0,0.7,-8.6,16.9,-11.5
Cc1ccc(S(=O)(=O)Nc2ccc3c(c2)C(=O)N([C@@H](C)CO)C[C@H](C)[C@H](CN(C)CC2CCCCC2)OCCCC[C@@H](C)O3)cc1,5.2,2.5,3.6,4.2,-1.0,9.6,4.1,x
Cc1nnc(NC(=O)CSc2nnc(C)n2Cc2ccccc2)s1,x,x,-4.9,8.6,x,-4.9,x,-3.1
COc1cccc(NC(=O)N2CCCC2C(=O)NCc2ccco2)c1 (stereo unspecified),-2.7,2.6,-1.6,2.8,3.9,2.5,-2.5,5.3
CCCCSc1c(C)c2cc3c(cc2[nH]c1=O)OCO3,-2.1,-5.3,1.8,-8.8,15.7,x,5.1,x
CCC(C)CCCCCCCCCCC(=O)O (stereo unspecified),-2.5,0.2,3.3,-3.2,6.4,x,x,x
CC(C)c1c(O)nc(SCCOc2ccc(Cl)cc2)[nH]c1=O,2.9,14.6,-1.3,-6.1,-4.9,-14.0,13.0,-8.6
CO[C@H]1CN(C)C(=O)c2ccc(NC(=O)C3CC3)cc2OC[C@H](C)N(C(=O)Cc2ccccn2)C[C@@H]1C,2.7,-3.8,-2.2,-6.2,-2.8,-5.0,-1.5,-3.2
C[C@H]1CN([C@@H](C)CO)C(=O)c2cc(-c3ccc(F)cc3)cnc2O[C@@H]1CN(C)Cc1ccccn1,7.2,-17.7,16.6,-10.5,0.5,9.8,-7.2,-1.9
Cc1ccc(S(=O)(=O)N(C)C[C@@H]2OCCCC[C@@H](C)Oc3ccc(NC(=O)Cc4ccccc4)cc3C(=O)N([C@@H](C)CO)C[C@H]2C)cc1,-5.0,6.8,7.1,1.2,-2.6,-14.2,-3.7,-7.5
C[C@H]1CN([C@@H](C)CO)C(=O)Cc2cc(NC(=O)Cc3ccccc3)ccc2O[C@H]1CN(C)Cc1ccc2c(c1)OCO2,4.8,1.8,-1.2,6.5,0.4,-19.7,9.4,2.0
Cc1ccc(CNC(=O)CN2CCN(c3ccc(F)cc3)CC2)cc1,-2.3,7.9,-0.5,-1.5,0.6,-1.9,7.9,-6.9
COc1cccc(CNCC2CCCO2)c1 (stereo unspecified),-6.6,8.7,-0.9,-0.2,5.3,7.8,-2.9,-5.7
CC1CCN(C(=O)COC(=O)C(C)N2C(=O)c3ccccc3C2=O)CC1 (stereo unspecified),-5.3,-3.3,-6.2,5.8,-6.5,4.5,4.4,-9.1
Cc1cccc(-c2ccc([C@H]3[C@H]4CN(C(=O)Cc5ccccn5)CC(=O)N4[C@H]3CO)cc2)c1,-7.6,3.8,x,-1.9,5.5,6.6,-1.5,x
O=C(CN(Cc1ccco1)C(=O)Cn1nnc(-c2cccs2)n1)NCC1CCCO1 (stereo unspecified),-1.6,1.0,-3.3,20.1,4.5,-2.5,5.6,5.2
O=C(OCC(=O)N1CCCc2ccccc21)c1ccccc1NCCO,-2.9,-7.3,-0.8,2.3,-11.9,-4.4,2.3,5.1
C[C@@H]1CN([C@@H](C)CO)C(=O)Cc2cc(NS(=O)(=O)c3ccc(Cl)cc3)ccc2O[C@H]1CN(C)Cc1ccc(C(=O)O)cc1,-5.7,x,x,-2.3,2.0,-34.4,-1.9,x

Entries of single compounds as entered above. Values in the order: S100A4 MyoIIA, EWS-Fli block, PglD DTNB, PGC1a acetyl inh, ERAP1 inh, PAX8 inh HTS, LGR2 antag, FN deposit inh
Entry for COc1cccc(NC(=O)N2CCCC2C(=O)NCc2ccco2)c1 (stereo unspecified) → -2.7, 2.6, -1.6, 2.8, 3.9, 2.5, -2.5, 5.3
Entry for COc1cccc(CNCC2CCCO2)c1 (stereo unspecified) → -6.6, 8.7, -0.9, -0.2, 5.3, 7.8, -2.9, -5.7

Next section:
structure,S100A4 MyoIIA,EWS-Fli block,PglD DTNB,PGC1a acetyl inh,ERAP1 inh,PAX8 inh HTS,LGR2 antag,FN deposit inh
O=C(C[C@H]1C[C@H]2c3cc(NC(=O)Nc4ccccc4F)ccc3O[C@H]2[C@@H](CO)O1)NCC(F)(F)F,0.3,-5.9,1.4,2.6,-1.5,-8.7,-3.2,x
Cc1csc(SCC(=O)NC(C)C2CC3CCC2C3)n1 (stereo unspecified),0.7,-5.8,3.1,8.8,-0.8,-10.4,1.7,-4.9
Oc1oc(-c2ccccc2)nc1/C=N/c1ccccn1,-3.4,-98.3,-2.0,-4.1,0.2,-96.8,-44.8,x
Cc1cnn(C(=S)NCC2CCCO2)c1 (stereo unspecified),x,x,2.9,-3.1,x,-9.0,x,-7.0
C[C@@H]1CN([C@H](C)CO)C(=O)c2cc(/C=C/c3ccccc3)cnc2O[C@@H]1CN(C)C(=O)Nc1ccccc1F,u,-9.6,-4.9,-1.2,-2.2,12.8,-4.1,x
Cc1cc(C(F)(F)F)nc(CCNCc2c(C(=O)N3CCCC3)nc3ccccn23)n1,1.6,10.4,-1.6,21.5,-2.0,12.8,4.4,-7.2
CCOC(=O)c1c(C)[nH]c(C(=O)CN2CCN(CC)CC2)c1C,-1.3,5.4,-4.5,6.3,2.9,-16.4,-1.5,-0.7
CO[C@H](CN(C)Cc1cc(F)ccc1F)[C@H](C)CN(C(=O)Nc1ccc(F)cc1)[C@H](C)CO,14.2,-5.3,3.7,4.0,0.4,x,-4.2,-1.9
Cc1ccc(F)cc1NC(=O)CN1C(=O)NC2(CCCc3ccccc32)C1=O (stereo unspecified),-11.8,9.8,-1.5,x,-5.3,2.2,32.0,0.2
COc1ccc(N2CCN(c3ccc(C(=O)O)cc3[N+](=O)[O-])CC2)cc1,4.3,-8.5,3.5,3.8,-1.7,20.5,-2.2,1.2
C[C@H]1CN([C@@H](C)CO)C(=O)c2cc(-c3cncnc3)cnc2O[C@H]1CN(C)Cc1cncnc1,-6.6,3.7,0.5,-11.1,1.2,-17.2,2.9,x
Cc1noc(C)c1NC(=O)N(C)C[C@@H]1OCCCC[C@H](C)Oc2ccc(NC(=O)Nc3ccc4c(c3)OCO4)cc2C(=O)N([C@H](C)CO)C[C@@H]1C,3.2,-3.5,6.1,10.4,-2.7,-22.4,-5.4,x
C=CCN(CC=C)Cc1cc(=O)n2c(-c3ccccc3)csc2n1,-1.7,0.7,-3.8,x,0.3,-1.9,-0.8,-7.0
COC(=O)c1ccc(CN2CCCC(CO)(Cc3ccc(F)cc3F)C2)cc1 (stereo unspecified),-5.8,15.9,-0.6,-14.8,2.0,28.0,4.8,-0.4
CC(=O)NC(c1ccccc1)c1nc(-c2ccc(C)c(C)c2)cs1 (stereo unspecified),-3.5,-5.8,6.7,4.7,-3.6,-8.9,-2.9,3.2
CC1CCC(CN2CCN=C2Nc2ccccc2)CC1 (stereo unspecified),12.9,3.5,-5.1,-0.4,2.6,-21.8,12.4,2.5
OCC(O)CN1CCCC1 (stereo unspecified),-3.2,-2.5,5.9,4.3,-2.6,-4.4,-1.2,18.0
